Screening results from PubChem.
M18AAP inhibitor = blocks P. falciparum M18 aspartyl aminopeptidase; recombinant PfM18AAP, H-Glu-NHMec fluorogenic cleavage; inhibition, % at 7.35 µM; actives 1.2% (n = 290,000); AID 1822;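 active means inhibition above the campaign mean inhibition over all tested compounds plus 3 SD, cut at about 28% in these data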;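 further: 0% = plate median of test compound wells and 100% = 2 mM ZnCl2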
VIM-2 inhibitor = inhibitors of Pseudomonas aeruginosa VIM-2 metallo-beta-lactamase | purified VIM-2, nitrocefin hydrolysis, epi-absorbance fluorescence | inhibition, % at 5.6 µM | actives 0.89% (n = 290,000) | AID 1527;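 active means inhibition above the mean of all tested compounds plus 3 SD, cutoff set per screening run, cut at about 7.5% in these data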;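 further: red hydrolysis product quenches plate fluorescence so inhibitors raise well fluorescence; 0% = enzyme with DMSO and 100% = DMSO without enzyme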
p-CIP stab down = compounds decreasing mouse p/CIP protein stability; actives 0.01% (n = 290,000); F442A p/CIP-EGFP cells, EGFP fluorescence, 16 h; decrease of EGFP signal, % at 10 µM; AID 1984;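 active means EGFP signal decrease of at least 30% at 10 µM or well 3 SD below plate mean, unless failing retest; inactive means the rest, including hits failing retest or dose response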; further: some compounds called inactive have numbers as strong as hits; many of its hits are not listed in these tables
IMP-1 inhibitor = inhibitors of Pseudomonas aeruginosa IMP-1 metallo-beta-lactamase. actives 0.45% (n = 290,000). inhibition, % at 5.6 µM. AID 1556. purified IMP-1, nitrocefin hydrolysis, epi-absorbance fluorescence;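 active means inhibition above the mean plus 3 SD of all compounds in the same screening run, cut at about 4.5% in these data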;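 further: 0% = IMP-1 with DMSO and 100% = DMSO wells lacking enzyme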
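Test system: recombinant IMP-1 enzyme, purified / Medium: HEPES buffer pH 7.1 with ZnSO4 and Brij 35 / Doses: single dose, 5.6 µM / Times: 25 °C, 15 min preincubation, 25 min reaction / Detection: Epi-absorbance via hydrolysed-nitrocefin quenching of white-plate fluorescence, 480/530 nm, EDTA stop / Evaluation: percent inhibition from optical density relative to buffer-blank wells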
DNA FID counter = counter-screen for HCV NS3 helicase inhibitors: DNA intercalator displacement; DNA fluorescent intercalator displacement, fluorescence; inhibition, % at 7.9 µM; actives 0.17% (n = 290,000); AID 1845; in the data active means inhibition above about 37%;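 further: 0% = vehicle and 100% = reference compound; higher means more ethidium bromide displaced from hairpin DNA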
IDE cell activ = boosts human insulin-degrading enzyme activity in HEK cells; activation, % at 5.96 µM; P14735; AID 493087; FAbeta-B cleavage, fluorescence polarization; 0% vehicle, 100% cell-free pure enzyme wells; actives 0.073% (n = 340,000);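 active means activation above the mean of all tested compounds plus 3 SD, set per screening campaign, cut at about 17% in these data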
SUMO HTRF inh = inhibitors of human SUMOylation (UBC9); P63279; inhibition, % at 35 µM; AID 2006; actives 0.36% (n = 290,000); HTRF SUMOylation assay, SAE1/SAE2 + UBC9, in vitro; in the data active means inhibition above about 50%, passing the limit was not always enough; further: strong numbers were not always called active
Target sequence (P63279 whole entry, looked up): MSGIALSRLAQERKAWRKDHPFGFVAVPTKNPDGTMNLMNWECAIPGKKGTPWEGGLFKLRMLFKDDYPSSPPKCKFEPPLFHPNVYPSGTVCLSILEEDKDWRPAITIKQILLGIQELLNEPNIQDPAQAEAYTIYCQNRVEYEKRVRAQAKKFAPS
HCV NS3 hel inh = HCV NS3 helicase inhibition. NS3 helicase DNA unwinding, Cy5 molecular beacon fluorescence. inhibition, % at 10.9 µM. actives 0.56% (n = 290,000);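 active means inhibition above the mean of all tested compounds plus 3 SD, set per campaign, cut at about 35% in these data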;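 further: 0% = DMSO wells and 100% = thioflavine S control wells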
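Control set: DMSO versus 110 µM thioflavine S; Material: NS3 helicase fragment of HCV; Measured by: Cy5 fluorescence at 0 and 60 min, beacon hairpin quenching; Read-out basis: percent inhibition from t60/t0 fluorescence ratio; Times: reaction time 60 min, 25 °C; Repeats: single replicate; Compound dosing: single dose, 10.9 µM nominal final, DMSO 0.8% final.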
IDE cell inh = inhibitors of human insulin-degrading enzyme in cells | P14735 | HEK cells, FAbetaB cleavage, fluorescence polarization | inhibition, % at 5.59 µM | actives 0.41% (n = 320,000) | AID 434962;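 active means percent inhibition above the average of all tested compounds plus 3 SD, set per screening campaign, cut at about 16% in these data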;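 further: IDE supplied by intact live HEK cells; FP after avidin binding of uncleaved biotin substrate so inhibition keeps polarization high; 0% = DMSO wells and 100% = 60 µM reference IDE inhibitor Ii1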
Starred values were filed as active, the others as inactive; / = no result given.

SMILES	M18AAP inhibitor	VIM-2 inhibitor	p-CIP stab down	IMP-1 inhibitor	DNA FID counter	IDE cell activ	SUMO HTRF inh	HCV NS3 hel inh	IDE cell inh
CCCCCCOc1ccc(C(=O)NCCCn2ccnc2)cc1	-3	-2.0	2	-3.5	13	-1	15	-71	8
COc1ccccc1Oc1ncnc2c1cnn2-c1ccccc1	-8	1.6	-9	-0.5	-1	2	2	-6	-1
Cc1nn(CC(C)C)c(=S)[nH]c1=O	-13	0.2	-7	-2.2	-2	1	26	-13	0
O=C(CNC(=O)Cc1ccccc1)NCC(=O)OCc1ccccc1	1	-3.7	-13	-2.8	-6	7	34	6	-3
CC(C)c1nnc(NC(=O)Cc2cccs2)s1	-1	-1.4	-10	-1.8	5	0	-1	-4	-4
COc1ccc(CNC(=O)C2CCCN2S(=O)(=O)c2ccccc2)cc1 (configuration not stated)	-1	-1.9	-9	-1.1	-5	-2	10	-4	3
COc1cccc(S(=O)(=O)Nc2ccc(C(=O)Nc3ccncc3)cc2)c1	3	-8.1	-13	-2.5	8	-5	8	-15	5
COc1ccc(C)cc1NC(=O)CN1CCCN(S(=O)(=O)c2ccc(Br)cc2)CC1	2	-1.4	-2	-5.5	-36	-3	-19	-13	5
CCOC(=O)c1c(C(=O)OCC)c(C)n(N2C(=O)CSC2=S)c1C	7	-5.8	1	-3.8	-25	-7	0	21	3
O=C(Nc1cccc(C(F)(F)F)c1)c1cccc(NS(=O)(=O)c2ccc(Br)c(C(=O)O)c2)c1	-1	0.1	-2	-2.6	-26	3	25	-20	3
Cc1cc(C)cc(C(=O)Nc2ccc(NC(=O)Cc3ccccc3)cc2)c1	-1	-1.3	-12	-0.2	0	-11	20	-28	5
COCCn1c(-c2ccc(OC)cc2)nc2oc3cc(OC)ccc3c(=O)c2c1=O	-5	-1.0	1	-1.0	-13	10	9	3	-2
O=C(Cc1ccccc1)Nc1ccc(CN2CCOCC2)cc1	2	-3.4	3	-2.0	-1	0	-12	10	2
COc1ccc(CNC(=O)CSc2nc(SC)ns2)cc1	-6	-2.1	-7	-2.9	-4	4	-6	-5	4
CCc1ccc(NC(=S)NC2CC3CCC(C2)N3Cc2ccco2)cc1 (configuration not stated)	-12	-1.4	1	-2.8	10	-2	1	-16	-5
CCOC(=O)C1=C(O)/C(=C/c2ccc(OCC(=O)O)c(OC)c2)SC1=Nc1ccc(OCC)cc1	1	-3.0	-3	-2.9	-24	3	3	5	3
O=C(Nc1ccccc1)/C(=C/c1cccc(Br)c1)NC(=O)c1ccco1	-12	-0.2	7	-0.4	0	-1	5	3	5
Cc1onc(-c2ccccc2)c1C(=O)N/N=C/c1ccc([N+](=O)[O-])c(O)c1	6	-3.2	-22	-4.4	-3	1	5	16	-4
N#CCSc1nnc(Nc2ccccc2)s1	13	-3.1	-9	1.1	-2	-1	18	-3	5
S=c1[nH]nc(-c2cccnc2)n1Cc1ccccc1	14	3.0	-14	-3.2	-10	-2	34	10	2
Cc1cc(C)cc(OCC(=O)NC2=NCCS2)c1	-4	0.0	-2	-3.4	-4	5	14	-5	-6
CCN(CC)c1ccc(NC(=O)CCc2nnc3ccc(N4CCCCC4)nn23)c(C)c1	34*	-1.2	-15	-3.1	-27	1	-2	-2	0
CCCCc1c(C)nc(N2CCCC2)[nH]c1=O	-12	0.8	2	2.2	-2	6	11	-4	6
COc1cccc(C(=O)Nc2cc([N+](=O)[O-])ccc2N2CCN(C)CC2)c1	4	-1.2	-2	0.1	18	0	-24	5	-3
CCOc1ccc(CNc2ncc(-c3ccccc3)n2C)cc1	10	-2.0	-3	-3.7	2	5	1	-2	-1
Later entries:
SMILES	M18AAP inhibitor	VIM-2 inhibitor	p-CIP stab down	IMP-1 inhibitor	DNA FID counter	IDE cell activ	SUMO HTRF inh	HCV NS3 hel inh	IDE cell inh
O=S(=O)(c1cnc[nH]1)N1CCN(c2ccccc2)CC1	8	-3.3	-9	-5.8	0	3	5	3	-4
CNC(=O)c1nnn(-c2ccccc2)c1C(=O)NC	2	-1.6	-16	-2.3	4	-2	-13	3	0
O=C(NCC(O)COc1ccc([N+](=O)[O-])cc1)c1ccccc1 (configuration not stated)	-3	-3.3	-5	-3.0	-1	0	12	-2	3
Cn1c(SCc2ccc(Cl)cc2)nnc1C1CC1	2	-3.0	-13	-3.6	-4	1	21	-7	2
O=C(O)c1ccc(C2SCC(=O)N2Cc2ccco2)cc1 (configuration not stated)	0	2.0	-16	-2.8	2	4	8	-4	4
COC(=O)c1cc(C(=O)OCC(=O)Nc2cc(C)on2)cc([N+](=O)[O-])c1	-16	-0.8	-16	-1.6	6	-6	20	12	0
Cn1nc(-c2ccc(C(=O)N3CCN(Cc4ccccc4)CC3)cc2)c2ccccc2c1=O	-13	11*	-11	-2.9	-18	-1	31	-2	4
COc1cccc(CN(C)C(=O)c2cc(-c3cccs3)nc3ccccc23)c1	4	-0.2	-6	-1.8	-35	-2	2	-11	0
CN1CCN(C(=O)C2=C[C@H](C(C)(C)C)C[C@H](OCCCCO)O2)CC1	-11	0.6	4	-1.1	-1	2	11	3	-1
CCc1ccc(NS(=O)(=O)c2ccc3[nH]cc(C(=O)N4CCc5ccccc54)c(=O)c3c2)cc1	-7	0.0	-8	-1.1	-14	5	-1	13	8
Cc1onc(-c2ccccc2)c1C(=O)N1CCN(S(=O)(=O)c2ccccc2C(F)(F)F)CC1	-2	-3.8	-8	-3.3	-8	2	9	-8	0
Oc1ccccc1CNCCCNCc1ccccc1O	10	-3.5	4	-1.0	15	2	-2	-5	0
Cc1ccc([N+](=O)[O-])cc1NC(=O)CSc1nnc(C)n1CC1CCCO1 (configuration not stated)	4	-3.8	3	-2.0	-3	-2	11	-1	2
Cn1c(=O)c2c(nc(OCc3cccnc3)n2Cc2ccccc2)n(C)c1=O	-3	-1.9	-9	-3.8	-20	-21	-6	-3	6
Cc1cccc(Nc2nc(N)nc(CN3CCN(c4ccccc4)CC3)n2)c1	2	-5.3	2	-4.8	-12	0	14	-14	4
Cc1cc(C)n(NC(=S)NC2CCCC2)c(=O)c1C#N	-4	-0.1	-6	-2.1	-13	3	6	9	7
CCC1=NN2C(=N)/C(=C\c3cccn3-c3ccc(C)cc3C)C(=O)N=C2S1	-1	-2.1	-9	-2.4	-30	-2	24	24	-1
Cc1ccc(OCc2ccc(C(=O)Nc3cc(C)on3)o2)c([N+](=O)[O-])c1	3	-1.2	2	-4.1	-14	-4	-4	-6	-1
Cc1cc(NC(=O)CCCC(=O)OCC(F)(F)C(F)F)cc(C)c1C(=O)O	-8	-0.9	-9	-2.2	-2	-4	18	-5	2
CN1CN(C)c2ccc([N+](=O)[O-])c3cccc1c23	11	1.9	-18	-0.3	2	3	-6	-15	6
COc1ccc(OC)c(NC(=O)N[C@@H](Cc2ccccc2)C(=O)O)c1	1	-2.1	5	-3.8	-8	2	4	5	2
CCc1cccc(CC)c1NC(=O)COC(=O)CCc1cc(OC)c(OC)c(OC)c1	0	-1.1	-3	-1.7	-21	2	0	-12	0
CCOC(=O)N1CCN(C(=O)c2c(Cl)cnn2C)CC1	2	-2.0	-7	-1.8	-5	4	10	-2	/
CC(=O)CC(=O)Nc1nc(C)cc(C)n1	-20	-1.2	6	-1.2	0	1	15	-5	1
CC(C)(C)C(=O)O/N=C(\N)COc1cccc(Cl)c1	-17	-1.6	-5	-2.1	-1	5	5	-2	0
(list continues)
SMILES	M18AAP inhibitor	VIM-2 inhibitor	p-CIP stab down	IMP-1 inhibitor	DNA FID counter	IDE cell activ	SUMO HTRF inh	HCV NS3 hel inh	IDE cell inh
CSc1cccc(NC(=O)c2sc3nc4n(c(=O)c3c2C)CCC4)c1	-7	-0.5	-6	-0.3	-4	1	/	-2	5
COc1ccc(NC(=O)/C=C/C(=O)O)c(OC)c1	8	0.2	-16	-3.4	5	7	28	4	1
c1csc(-c2nnc(COc3ncnc4sccc34)o2)c1	6	-2.9	-10	-3.2	0	1	11	11	2
COc1cccc(N=CC2=C(O)CCCC2=O)c1	2	0.2	-8	-1.3	-4	3	13	1	5
O=C(Nc1ccncc1)c1ccccc1F	-18	3.0	-1	2.1	2	1	8	4	4
CC(C)C/C(O)=C/c1nc2cc(Cl)ccc2oc1=O	16	-1.7	-15	1.7	-8	8	22	38*	8
Cc1ccc(C(C(=O)NC2CCCC2)N(C(=O)c2csnn2)c2cccc(F)c2)o1 (configuration not stated)	-3	0.6	-6	-0.8	-28	-3	-1	7	-3
CC(NC(=O)CN1CCN(c2cccc(Cl)c2)CC1)c1ccccc1 (configuration not stated)	1	0.7	10	1.6	-16	1	-6	-11	6
O=C(CSCc1ccc(F)cc1)Nc1nc2c(s1)CCCC2	-1	-3.6	-12	-3.2	-18	2	20	-5	4
C=CCNC(=O)C1CC(=O)N(c2ccc(OCC(=O)Nc3ccc(C)cc3)cc2)C1 (configuration not stated)	0	-3.0	-2	1.3	-23	5	-1	-3	-2
CCSc1ccccc1C(=O)N1CCCC1	-1	-6.5	-20	-4.2	-12	-2	6	10	-3
COc1ccc(CNC(=O)c2cc(COc3c(F)cccc3F)on2)cc1OC	0	-1.5	5	-1.4	-19	3	0	-16	5
Clc1ncnc2scc(-c3ccc(Br)cc3)c12	9	-3.7	1	-2.6	-9	-3	-10	7	-1
CC(=O)c1c(-c2ccc(Cl)cc2)c2ccccc2[nH]c1=O	9	-1.1	-3	-3.5	-19	-1	10	6	2
CC(=O)Oc1ccc2c(=O)c(/C=N/c3cc(=O)[nH]c(=S)[nH]3)coc2c1	17	5.4	-8	-5.4	1	-3	21	10	2
Cc1nc2ccccc2c(=O)n1/N=C/c1ccc(O)cc1	3	-0.7	1	-2.3	-2	-1	17	3	1
COC(=O)c1c(C(=O)OC)c(-c2ccc(OC)cc2)n2c1CS(=O)C2 (configuration not stated)	-1	1.0	7	-1.3	-5	2	-13	4	2
O=C(O)c1ccc(-c2ccccc2)[nH]1	-17	-0.3	4	0.6	0	2	18	-1	6
O=C(Nc1cccc(-c2cccc(F)c2)c1)C1CCN(CC2CCOC2)CC1 (configuration not stated)	1	-3.0	-2	-1.5	21	2	5	-31	0
O=C(CSc1ccc([N+](=O)[O-])cc1)NNC(=O)c1ccccc1F	8	-0.6	-9	-2.3	-3	0	15	13	-3
COc1ccc(S(=O)(=O)NCc2cccnc2)cc1	0	-2.3	0	-0.3	-1	6	3	8	0
CC(=O)c1c(NC(=O)C(C)C)nc(C)nc1-c1ccccc1	4	-5.4	-8	-1.1	-2	-1	11	6	1
CSc1ccc(NC(=O)NCCCN2CCN(c3ccccc3F)CC2)cc1	-17	0.2	-10	-0.5	20	5	9	-42	-4
C#CCOC(=O)C(NC(=O)c1ccccc1)=C1CCCCC1	-10	-4.0	-7	-5.7	-2	2	13	6	-2
